From PubChem BioAssay
TDP2 inh = human TDP2 enzyme inhibitors, primary screen, biochemical, epi absorbance, recombinant enzyme | T5PNP hydrolysis, p-nitrophenol absorbance 415 nm | inhibition, % at 12.8 µM | hit rate 0.34% among 370,000;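 active = inhibition above the mean of all tested compounds plus 3 SD, set per campaign, cut at about 25% in these data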;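 note: 0% = DMSO with enzyme and 100% = buffer with substrate but no TDP2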
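Read-out basis: percent inhibition. System: recombinant human TDP2. Buffer or medium: Mg2+-containing Tris-HCl buffer, pH 7.5. Repeats: single replicate. Timing: reaction 2 h, 37 °C. Benchmarks: high control without enzyme, low control DMSO plus TDP2. Probe or stimulus: 5 mM T5PNP. Doses: 12.8 µM only. Measured by: epi absorbance of p-nitrophenol freed from T5PNP by hydrolysis.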
DDE Tn6 FP inh = inhibitors of Tn6 peptide binding to fibrin DD(E), primary screen, biochemical, fluorescence polarization, human fibrin, Tn6 probe | Fibrinogen beta chain (Homo sapiens), P02675 | Fibrin DD(E) TRITC-Tn6 fluorescence polarization displacement | inhibition, % at 8.3 µM | hit rate 0.21% among 370,000 | AID 720509, 2013;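 active = inhibition above a per-campaign cutoff: mean of compounds within control limits plus 3 SD, cut at about 15% in these data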;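 note: 0% = median of all compound wells on the plate and 100% = blocking peptide control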
Target sequence (P02675 whole entry, looked up): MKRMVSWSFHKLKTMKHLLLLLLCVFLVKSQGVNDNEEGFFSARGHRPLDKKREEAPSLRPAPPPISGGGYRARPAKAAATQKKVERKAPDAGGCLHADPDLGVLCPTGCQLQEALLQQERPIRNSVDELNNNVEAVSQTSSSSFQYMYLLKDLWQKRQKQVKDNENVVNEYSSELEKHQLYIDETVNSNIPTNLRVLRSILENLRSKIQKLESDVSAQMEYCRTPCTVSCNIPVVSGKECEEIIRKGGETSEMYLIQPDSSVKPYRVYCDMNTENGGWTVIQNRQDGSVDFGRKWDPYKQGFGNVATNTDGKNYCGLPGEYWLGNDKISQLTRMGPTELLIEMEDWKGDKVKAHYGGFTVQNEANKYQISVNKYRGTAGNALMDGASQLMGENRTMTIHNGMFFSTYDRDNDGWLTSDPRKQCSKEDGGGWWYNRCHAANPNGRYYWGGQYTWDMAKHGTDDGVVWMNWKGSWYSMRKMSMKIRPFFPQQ
DDE Tn7 FP inh = inhibitors of Tn7 peptide binding to fibrin DD(E), primary screen, biochemical, fluorescence polarization, human fibrin, Tn7 probe; FP displacement of FITC-Tn7 peptide from fibrin DD(E); 0% = median of compound wells per plate; AID 720508, 2013; inhibition, % at 8.3 µM; Fibrinogen beta chain (Homo sapiens), P02675; hit rate 0.13% among 370,000;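 active = inhibition above the mean of compounds falling within the control limits plus 3 SD of them, cut at about 14% in these data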;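 note: 0% = plate median of compound wells and 100% = 10 µM Aha-Tn7 peptide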
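Assay system: Human clot-derived fibrin DD(E) complex | Buffer or medium: Tris/NaCl/CaCl2 buffer, pH 7.8 | Repeats: One replicate per compound | Benchmarks: Aha-Tn7 high control | Measure: % inhibition scaled between sample-field median and high-control FP | Schedule: 10 min plus 3 h, room temperature | Signal: Fluorescence polarization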
proKLK7 act = proKLK7 zymogen activators, primary screen, biochemical, fluorescence intensity | hit rate 0.9% among 370,000 | activation, % at 7 µM | purified proKLK7, EDANS-DABCYL substrate fluorescence; 100% is mature enzyme control, 0% vehicle | Kallikrein-7 (Homo sapiens), P49862 | AID 652039, 2013;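 active = activation above the mean of all tested compounds plus 3 SD, computed per campaign excluding outliers beyond control limits, cut at about 13% in these data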
Target sequence (P49862 whole entry, looked up): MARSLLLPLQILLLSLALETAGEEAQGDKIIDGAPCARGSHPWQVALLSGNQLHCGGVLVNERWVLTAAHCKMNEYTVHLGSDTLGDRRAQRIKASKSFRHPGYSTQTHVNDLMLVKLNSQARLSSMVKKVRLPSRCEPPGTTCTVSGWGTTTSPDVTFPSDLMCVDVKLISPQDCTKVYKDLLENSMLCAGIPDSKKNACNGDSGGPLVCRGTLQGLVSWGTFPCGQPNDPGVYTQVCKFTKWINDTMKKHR
ARFGAP1 inhibitor = inhibitors of rat ARFGAP1 GAP activity, primary screen, biochemical, fluorescence polarization, GDP tracer | AID 651572, 2012 | hit rate 0.26% among 360,000 | inhibition, % at 16.5 µM | Arfgap1-stimulated ARF1 GTP hydrolysis, GDP FP detection | ADP-ribosylation factor GTPase-activating protein 1 (Rattus norvegicus), Q62848;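 active = inhibition above a per-plate limit, mean inhibition of low control wells plus 3 SD, cut at about 25% in these data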;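 note: 0% = DMSO wells with enzyme and 100% = wells lacking Arfgap1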
Target sequence (Q62848 1-136 limits assumed): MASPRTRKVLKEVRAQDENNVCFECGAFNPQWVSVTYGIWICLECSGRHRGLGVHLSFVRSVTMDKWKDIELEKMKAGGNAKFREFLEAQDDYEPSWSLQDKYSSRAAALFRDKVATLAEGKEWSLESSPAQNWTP
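Assay system: purified rat His6-Arfgap1 residues 1-136 (GAP domain); Reagent: human Δ17 ARF1 bound to GTP; Dosing: 16.5 µM single point, 1.26% DMSO; Times: GTP hydrolysis reaction 2 h at 25 °C; Signal: FP, GDP Alexa 633 tracer displaced from anti-GDP antibody, 620/688 nm; Measure: % inhibition from polarization.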
ADAM10 inh = human ADAM10 inhibitors, primary screen, biochemical, QFRET, HTS; Disintegrin and metalloproteinase domain-containing protein 10 (Homo sapiens), O14672; recombinant ADAM10, EDANS/DABCYL FRET peptide cleavage, 3 h; inhibition, % at 7 µM; hit rate 0.62% among 370,000; AID 720582, 2013;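 active = inhibition above a per-campaign cutoff equal to the mean of compounds falling between control-based bounds plus 3 SD, cut at about 20% in these data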;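 note: 0% = DMSO wells while the 100% control is not disclosed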
ADAM17 inh = ADAM17 inhibitors, primary screen, biochemical, QFRET; inhibition, % at 6.95 µM; recombinant ADAM17, EDANS/DABCYL FRET peptide cleavage; Disintegrin and metalloproteinase domain-containing protein 17 (Homo sapiens), P78536; hit rate 0.83% among 370,000;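 active = inhibition above the mean of compounds lying between control limits plus 3 SD, set per campaign, cut at about 8.5% in these data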;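 note: 0% = DMSO-only wells as the low control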
LEDGF integ inh = blockers of LEDGF/p75-dependent integrase strand transfer – biochemical, TR-FRET, high throughput, primary screen | inhibition, % at 3.7 µM | TR-FRET IN-LEDGF/p75 DNA integration, Eu/Cy5 | AID 743269, 2014 | HIV-1 integrase (with human LEDGF/p75) | hit rate 0.64% among 370,000;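 active = inhibition above the screen-wide mean plus 3 SD, cut at about 13% in these data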;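 note: signal is the Cy5 over europium emission ratio at 671 and 618 nm; 0% = plate median of compound wells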
ASAP1 inh = inhibitors of human ASAP1 ArfGAP activity, primary screen, biochemical, fluorescence polarization; inhibition, % at 16.5 µM; AID 624377, 2012; ASAP1-stimulated ARF1 GTP hydrolysis, GDP FP detection; Arf-GAP with SH3 domain, ANK repeat and PH domain-containing protein 1 (Homo sapiens), …; hit rate 0.19% among 360,000; in the data active = inhibition above about 25%;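 note: 0% = vehicle with enzyme and substrate and 100% = no enzyme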
PLC-gamma1 inh = PLC-gamma1 enzyme inhibitors, primary screen, biochemical, fluorescence, purified enzyme; hit rate 0.84% among 370,000; AID 720700, 2013; fluorogenic substrate; inhibition, % at 12.2 µM; in the data active = inhibition above about 9.5%
Active calls of the source: *; · = not tested or not shown.

SMILES	TDP2 inh	DDE Tn6 FP inh	DDE Tn7 FP inh	proKLK7 act	ARFGAP1 inhibitor	ADAM10 inh	ADAM17 inh	LEDGF integ inh	ASAP1 inh	PLC-gamma1 inh
COc1ccc(NC(=O)C(F)(OC)C(F)(F)F)c(OC)c1 (configuration not stated)	7	-7	-7	-0.4	-12	-9	-7	3	-4	2
O=C(NCC1CCCO1)c1ccccc1NS(=O)(=O)c1ccc(Br)s1 (configuration not stated)	9	5	6	0.5	-12	-6	0	0	-15	-3
COc1ccccc1Nc1ncnc2c1c(C)c(C)n2CCO	-7	-4	3	0.9	-1	1	0	4	-1	-11
CC(=O)c1cc(C)c(OC(=O)c2ccccc2)c(C)c1	-3	-2	5	-0.4	7	-21	-1	-1	-6	4
O=C(N/N=C(\c1ccccc1)c1cccnc1)c1cccc(F)c1	-3	7	5	-1.1	5	-6	-1	0	1	-2
CCOc1ccc2nc(C)cc(Nc3cccc([N+](=O)[O-])c3)c2c1	-12	0	-1	5.6	10	9	7	3	13	11*
CCN1C[C@@H]2[C@@H]3C(=O)N(C)C(=O)[C@@H]3[C@](Cc3ccccc3)(C1=O)N2C(=O)c1ccc(C)cc1	0	-6	-6	-1.0	2	-2	-3	1	2	0
Fc1cc2ncn(Cc3ccccc3)c2cc1F	4	4	-6	0.2	6	-10	-5	2	3	-1
C[C@H](CO)N1C[C@H](C)[C@@H](CN(C)C(=O)NC2CCCCC2)Oc2ccc(NC(=O)C3CCCCC3)cc2C1=O	0	-2	0	0.1	-2	-4	0	-2	-7	3
O=S(=O)(c1cccs1)N1CN(CC2CCCO2)c2nc3ccccc3nc21 (configuration not stated)	1	4	-1	3.3	-5	-303	-101	-4	0	-39
O=S(=O)(c1cccs1)N1CN(C2CCCC2)c2nc3ccccc3nc21	-12	4	-3	1.2	1	-149	-55	6	5	-28
COc1ccc(CCNC(=O)C(=O)NCC2CCCN2S(=O)(=O)c2ccccc2)cc1 (configuration not stated)	4	-5	-2	0.2	-3	-8	-5	0	-15	5
COc1ccc(NC(=O)N(C)C[C@H]2Oc3ccc(NC(=O)C4CC4)cc3CC(=O)N([C@@H](C)CO)C[C@@H]2C)cc1	0	5	-4	-0.3	6	-12	2	1	3	1
Cc1sc(=NC(=O)c2ccco2)n(C)c1-c1ccc(F)cc1	-1	-5	-7	0.9	8	1	0	0	-1	-44
Cc1ccc(SCc2c(C(=O)N/N=C/c3ccc4c(c3)OCO4)nnn2-c2nonc2N)cc1	3	4	8	0.1	7	-7	-1	-1	1	-1
C=CCN1C(=O)[C@@H](CC(=O)NCc2ccccc2)[C@]2(C(=O)OCC)CCCCC/C=C/12	4	-5	7	-0.2	·	-9	-3	-4	·	-3
Cc1ccc(NC(=O)COc2ccccc2C(=O)NCc2ccccc2)cc1	4	3	-4	0.2	2	-1	0	1	-11	-2
CCCC1CCC(=NNC(=S)NCCc2ccccc2)CC1 (configuration not stated)	4	-1	-4	0.5	6	3	-2	0	13	-2
Cc1ccc(S(=O)(=O)N2CCN(C(=O)c3n[nH]c(=O)c4ccccc34)CC2)cc1	-4	-14	-8	-0.1	8	2	1	2	3	1
COc1ccccc1NC(=S)NCCc1ccc(OC)c(OC)c1	7	-3	1	0.5	4	0	-2	2	-5	2
COC(=O)c1cc(NC(=O)/C=C/c2ccc3c(c2)OCO3)cc(C(=O)OC)c1	-9	-1	0	-1.3	0	-19	-13	1	-2	-7
CN(C)C(/C=C/Nc1ccc(F)cc1F)=C(C#N)C#N	-8	-3	-3	-0.4	12	-11	-12	4	3	-10
COc1ccc2c(c1)[C@@]1(OCCC=C[C@H]1C)C(=O)N2Cc1ccc(F)cc1	7	0	1	-1.1	14	-17	-7	-3	10	2
Cn1ccnc1C(=O)c1cccc([N+](=O)[O-])c1	-7	4	6	0.0	-1	-4	-1	0	-14	0
Cc1ccc(S(=O)(=O)c2c(C)cc(C)nc2Cl)c(C)c1	-12	3	6	-0.5	0	-6	-3	-3	-1	11*
CCOc1ccc(CN2CCN(Cc3[nH]c4ccccc4c3C)CC2CCO)cc1 (configuration not stated)	-3	3	0	0.4	4	1	2	-3	5	2
CC(C)(C)c1ccc(C(O)c2ncc(-c3ccc(F)cc3)[nH]2)cc1 (configuration not stated)	-3	-1	-1	0.0	-2	-3	0	2	-2	0
CC(Oc1ccc(Cl)cc1Cl)c1nc(-c2ccc(NC(=O)c3ccncc3)cc2)no1 (configuration not stated)	-1	-11	-3	-0.8	4	13	2	3	25*	-2
O=C(CN1CCN(c2ccccc2)CC1)N1CCN(c2ccccc2)CC1	8	1	0	-1.0	6	0	-1	-2	-3	1
Cc1noc(C)c1NC(=O)N(C)C[C@H]1Oc2c(NC(=O)C3CCCCC3)cccc2C(=O)N([C@H](C)CO)C[C@@H]1C	4	-3	-2	0.6	12	-6	-2	-3	6	-1
Cn1ccc2c(N3CCOCC3)cc3c(c21)C1CCC3C1 (configuration not stated)	-8	6	-1	-0.1	7	-20	-7	-6	6	-4
CCc1c(C)sc(NC(=O)c2cc(C3CC3)on2)c1C#N	4	0	8	-0.2	-15	-12	-7	-2	3	-3
O=C(O)c1cccnc1SC1CC(=O)N(c2ccccc2)C1=O (configuration not stated)	1	3	-2	0.3	8	7	0	6	12	4
COC(=O)CN1C(=O)N/C(=C/c2cc3c(cc2OC)OCO3)C1=O	6	3	-1	-0.3	-5	0	-1	3	-19	-37
O=C(O)c1ccccc1C=NN=C1c2ccccc2-c2ccccc21	1	-3	2	0.9	8	-13	-5	1	10	3
O=C(COc1ccccc1)Nc1ccc2c(c1)nc1n2CCSC1	-2	-4	0	-14	2	-39	-14	2	5	-47
CCOc1ccc(C(=O)NNC(=O)CN2C(=O)NC3(CCCC3)C2=O)cc1	-15	-3	-4	0.5	5	0	0	5	-13	3
CC(=O)N(CC#CCN(C(C)=O)c1ccccc1)c1ccccc1	-4	-7	-7	-0.7	6	-35	2	-4	1	-2
CCc1nn(CC(=O)NCCCN(CC)Cc2ccccc2)c(=O)c2cc3sccc3n12	-16	1	-3	-0.4	5	1	2	1	-8	11*
CCOC(=O)c1ccc(Nc2c(CC)c(C)nc3ncnn23)cc1	-2	2	0	0.0	-1	4	1	-1	-4	-4
CC(C)Cc1cc(CNC(=O)C2CCC(=O)N(Cc3cccc(C(F)(F)F)c3)C2)on1 (configuration not stated)	6	-11	1	-0.1	6	-3	-6	4	3	2
CC(CN1CCOCC1)OC(=O)Cc1ccc(Cl)cc1 (configuration not stated)	12	3	-1	0.5	9	-16	-11	3	-4	-5
CN(C)CCCNC(=O)c1cc(C(=O)Cc2ccc(Cl)cc2)c[nH]1	4	2	-7	0.6	10	-4	-2	-1	3	0
CCOC(=O)c1c(NC(=O)C(C)S(=O)(=O)c2cn(CC)c3ccccc23)sc2c1CCCC2 (configuration not stated)	4	6	-2	1.0	3	-5	-1	-4	-2	-1
O=C(CSc1nc2ncc(Br)cc2[nH]1)c1cccc([N+](=O)[O-])c1	13	-3	4	0.1	7	11	1	-2	-6	1
CC(C)NC(=O)CN1C(=O)c2cccc3cccc1c23	13	2	1	8.3	-3	-46	-17	-5	2	-286
COc1ccc(CN2CCN(Cc3c[nH]c4ccccc34)CC2CCO)cc1C (configuration not stated)	-10	-7	3	0.3	8	-2	-4	5	-1	-1
CCCN1Cc2cccc(C(=O)Nc3ccc(C)cc3)c2C1=O	-2	-3	-5	-0.2	-4	5	-5	-2	12	2
Cc1ccc(S(=O)(=O)N2CCN(Cc3nnc(-c4c(-c5ccccc5)noc4C)o3)CC2)cc1	1	-4	12	0.8	7	-2	0	-1	-7	-2
CCOC(=O)C(=Cc1ccc(N(C)C)cc1)C(=O)c1ccccc1	-4	12	7	0.4	-6	14	5	-2	-13	-57
Cc1nnc(SCC(=O)Nc2ccc(-c3nc4ccccc4s3)cc2)s1	-2	2	-3	-0.3	4	-17	1	-3	-5	3
CCOc1ccc(NC(=O)c2ccc(-n3cccn3)nc2)cc1	5	10	-3	0.7	-7	-2	-1	-4	-7	-2
O=C(NCc1ccccc1)C1=C[C@H](c2ccc(Br)cc2)C[C@H](OCCCCO)O1	3	4	-5	0.7	8	-1	-2	1	4	-2
O=C(CSc1nc(C(F)(F)F)cc(=O)[nH]1)N1CCOCC1	-1	1	-5	-0.3	7	-1	-4	2	8	-4
CCOC(=O)c1ccc2nc(Nc3nc4ccc(F)cc4s3)sc2c1	-5	4	1	0.1	-1	-18	-4	1	-8	-5
CCCCCCCCC(c1nc2ccccc2[nH]1)N1CCN=C1c1cc2ccccc2[nH]1 (configuration not stated)	-10	0	1	-0.4	5	-6	6	0	-3	-4
O=C(O)C1C2C=CC(C2)C1C(=O)NCc1cccs1 (configuration not stated)	2	2	9	0.7	3	8	-4	-3	-5	2
O=C1C2CCCCN2C(=O)N1CCN1CCN(c2cccc(Cl)c2)CC1 (configuration not stated)	-16	-3	1	-0.2	-8	1	2	-3	11	2

Among those listed so far, these contain a cyano group.
SMILES	TDP2 inh	DDE Tn6 FP inh	DDE Tn7 FP inh	proKLK7 act	ARFGAP1 inhibitor	ADAM10 inh	ADAM17 inh	LEDGF integ inh	ASAP1 inh	PLC-gamma1 inh
CN(C)C(/C=C/Nc1ccc(F)cc1F)=C(C#N)C#N	-8	-3	-3	-0.4	12	-11	-12	4	3	-10
CCc1c(C)sc(NC(=O)c2cc(C3CC3)on2)c1C#N	4	0	8	-0.2	-15	-12	-7	-2	3	-3
